High-throughput results as filed in PubChem.
CAL PDZ FP-1 = human CAL PDZ-peptide interaction inhibition; inhibition, % at 20 µM; Q9HD26; purified CAL PDZ, TMR-peptide fluorescence polarization, 1 h; AID 504414; hit rate 0.02% among 330,000;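 active = highest replicate inhibition of at least 40%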;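 also: plate controls were DMSO neutral control wells for no effect and unlabeled competitor peptide control wells for full effect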
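System: tagged CAL PDZ domain. Schedule: 1 h room-temperature incubation prior to read. Signal: fluorescence polarization (mP). Measure: percent inhibition from loss of millipolarization.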
CAL PDZ FP-2 = CAL PDZ (human) peptide binding inhibition | AID 602252 | purified CAL PDZ, TMR-peptide fluorescence polarization, 1 h | hit rate 0.92% among 300,000 | Q9HD26 | inhibition, % at 24.9 µM;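 active = mean inhibition of at least 30% with at least half of replicates also reaching 30%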;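 also: 0% = DMSO neutral control and 100% = excess unlabeled competitor peptide PRC23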
V-ATPase pHluor = alters yeast V-ATPase proton transport | S. cerevisiae, pHLuorin cytosolic pH fluorescence | response, % at 10 µM | hit rate 0.37% among 350,000 | AID 504577; in the data active = response mostly above about 7.3%, no sharp cut-off; inactive = mostly below about 5.4%; also: actives read high; inactives centre near 0; some compounds called inactive have numbers as strong as hits; reference of the scale not given here
Rtt109 Vps75 = C. albicans Rtt109 histone acetyltransferase inhibition | Q5AAJ8 | purified Rtt109/Vps75, ThioGlo CoA-SH fluorescence, 4 h | inhibition, % at 34.9 µM | hit rate 0.16% among 330,000 | AID 540336;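 active = inhibition of at least 50% in every replicate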
dFosB act = enhances mouse delta FosB homodimer DNA binding. P13346. purified delta FosB, TAMRA-CDK5 oligo fluorescence polarization; percent of positive-control signal above neutral wells. activation, % at 25 µM. hit rate 0.99% among 340,000;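 active = mean activation above about 17%, with every replicate also reaching it, limit read from the data, passing the limit was not always enough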;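 also: fluorescence polarization rise as delta FosB binds a TAMRA Cdk5 AP-1 oligo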
Target sequence (P13346 whole entry, looked up): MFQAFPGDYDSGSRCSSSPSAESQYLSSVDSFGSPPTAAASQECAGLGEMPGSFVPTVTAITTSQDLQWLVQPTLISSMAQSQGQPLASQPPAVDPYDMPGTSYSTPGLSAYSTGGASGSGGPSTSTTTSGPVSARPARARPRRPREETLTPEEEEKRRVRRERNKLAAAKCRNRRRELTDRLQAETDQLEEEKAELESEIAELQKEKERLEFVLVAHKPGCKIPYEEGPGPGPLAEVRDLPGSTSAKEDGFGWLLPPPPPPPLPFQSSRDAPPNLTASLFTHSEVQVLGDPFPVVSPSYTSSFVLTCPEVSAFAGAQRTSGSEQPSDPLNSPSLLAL
MITF TRPM1 HTS = activators of MITF-driven TRPM1 promoter activity in SK-MEL-5 cells; SK-MEL-5 TRPM1-promoter luciferase, 24 h; % of positive control, neutral wells = 0; activation, % at 12.5 µM; hit rate 0.75% among 300,000;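 active = mean activation of at least 80% with every replicate also reaching 80%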;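 also: 0% = neutral control wells and 100% = parthenolide positive control wells; values of inactives mirror those of a sister screen read the other way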
Wnt bcat act = activators of Wnt/beta-catenin signaling | Wnt/beta-catenin reporter cell assay, activator, plate reader | activation, % at 9.35 µM | hit rate 1.2% among 300,000 | AID 743398; in the data active = activation above about 30%, passing the limit was not always enough;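 also: 0% = neutral control wells and 100% = positive control wells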
Tat export inh = blocks Tat-dependent protein export in E. coli. E. coli MC4100 TorA-mCherry Tat export, fluorescence. inhibition, % at 10 µM. hit rate 0.036% among 340,000. AID 488895;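 active = mean replicate inhibition at least 50% and at least half of replicates individually reaching 50%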;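 also: exported cargo escapes ClpAP degradation while cytoplasmic cargo is degraded and loses fluorescence; 0% = median of neutral control wells and 100% = median of NaSCN control wells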
cardiac RTF act = increases calcium sensitivity of human cardiac regulated thin filaments | P19429+P45379 | IANBD-labeled TnC RTF fluorescence at EC20 calcium; 0% EC20 calcium, 100% full calcium | activation, % at 7.2 µM | hit rate 0.24% among 340,000;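 active = activation above the mean over all tested compounds plus 3 SD, cut at about 30% in these data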;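 also: rise in fluorescence read as greater calcium sensitivity of cardiac thin filaments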
CDK5 p35 inh = inhibitors of human CDK5/p35 kinase; AID 488839; Q00535+Q15078; Recombinant CDK5/p35, ADP-Glo luminescence, 60 min; inhibition, % at 10 µM; hit rate 0.01% among 330,000;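 active = highest replicate inhibition of at least 50% and at least 75% of replicates reaching 50%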;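 also: plate controls were DMSO neutral control for no effect and GW8510 at 10 µM for full effect; many of its hits are not listed in these tables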
Target sequence (Q00535 whole entry, looked up): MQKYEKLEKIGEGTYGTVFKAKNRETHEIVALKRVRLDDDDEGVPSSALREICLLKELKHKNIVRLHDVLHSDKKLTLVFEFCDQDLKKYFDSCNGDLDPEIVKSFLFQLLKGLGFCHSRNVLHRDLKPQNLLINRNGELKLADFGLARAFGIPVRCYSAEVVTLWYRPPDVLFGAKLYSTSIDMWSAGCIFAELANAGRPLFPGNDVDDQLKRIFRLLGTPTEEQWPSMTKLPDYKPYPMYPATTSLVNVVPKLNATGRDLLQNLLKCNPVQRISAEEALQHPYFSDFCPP
Target sequence (Q15078 whole entry, looked up): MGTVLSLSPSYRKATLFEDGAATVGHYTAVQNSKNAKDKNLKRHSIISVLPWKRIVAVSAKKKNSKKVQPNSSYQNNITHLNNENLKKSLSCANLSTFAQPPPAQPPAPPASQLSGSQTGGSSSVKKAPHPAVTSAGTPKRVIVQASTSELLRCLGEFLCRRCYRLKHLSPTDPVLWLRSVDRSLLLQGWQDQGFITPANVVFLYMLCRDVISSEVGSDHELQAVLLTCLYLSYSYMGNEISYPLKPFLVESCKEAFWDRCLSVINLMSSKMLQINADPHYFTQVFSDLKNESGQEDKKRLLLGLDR
The depositor's hits bear a star; · = no result given.

SMILES	CAL PDZ FP-1	CAL PDZ FP-2	V-ATPase pHluor	Rtt109 Vps75	dFosB act	MITF TRPM1 HTS	Wnt bcat act	Tat export inh	cardiac RTF act	CDK5 p35 inh
CC(=O)Oc1ccc2ccccc2c1C(NC(=O)Cc1ccccc1)c1ccccc1 (stereo unspecified)	-0.7	·	0	-1	-5	-11	·	14	4	-0.1
O=C(NCC(c1ccco1)N1CCc2ccccc21)C(=O)Nc1ccccc1 (stereo unspecified)	-1.0	2	-2	21	-1	1	-3	-6	-14	0.5
COc1ccccc1NC(=O)CSCc1nc2ccccc2[nH]1	-0.1	1	2	0	-12	-8	·	2	-5	0.5
CN(C)C(=O)CCc1ccc2c3c([nH]c2c1)[C@]1(C)[C@@H](C(=O)N2CCOCC2)C[C@H](CC(=O)NCc2cccc(C(F)(F)F)c2)C(=O)N1CC3	-0.2	0	0	-35	-15	3	-1	3	-3	-4.5
NC(=O)C1(N2CCCCC2)CCN(c2nc(-c3ccc(Br)cc3)cs2)CC1	-2.6	·	12	5	-4	5	·	6	-1	1.6
CN(C)/C=C1/Nc2ccccc2C1=O	-1.3	0	-1	34	3	·	·	1	-2	-0.2
Cc1ccc(S(=O)(=O)N2[C@@H](c3ccccc3F)C(C(=O)O)=CC[C@H]2c2ccc3c(c2)OCO3)cc1	-1.9	-2	1	-5	-4	8	3	0	-4	0.0
C[C@@H]1[C@H]2[C@@H](O[C@@H]3O[C@H](CO)[C@@H](O)[C@H](O)[C@H]3O)OC=C(C(=O)O)[C@H]2C[C@@H]1O	-0.4	-5	2	10	0	9	-2	-6	7	-0.8
NC(=O)CC(NC(=O)Cc1cccc2ccccc12)c1ccc(NCCCN2CCCC2=O)c([N+](=O)[O-])c1 (stereo unspecified)	-0.6	-2	-1	-2	4	-25	-4	-3	2	1.6
Cn1c(CCN2CCCCC2)nc2cc(NC(=O)COc3ccc(Cl)cc3)ccc21	-3.6	-3	-5	9	-1	24	-13	3	4	-0.4
O=C(COC(=O)c1cc(=O)[nH]c2ccccc12)NC(=O)NC1CCCCC1	-3.9	8	0	-6	-11	-4	-6	-4	-1	-1.6
CN1CCN(C2=NC3(CCCC3)C(C#N)C(=O)N2)CC1 (stereo unspecified)	-0.9	6	-4	3	5	·	-5	0	0	0.5
CC(C)N(C(=O)Cn1cc(SCC(=O)NCC2CCCO2)c2ccccc21)C(C)C (stereo unspecified)	-0.4	-4	7	-6	1	-4	-2	0	-5	-0.2
CC(=O)c1cccc(NS(=O)(=O)c2c(C)n[nH]c2C)c1	0.4	-2	-3	1	2	-10	·	-5	-3	-1.7
O=C(NNC1=NCCN1Cc1ccccc1)c1cccc(C(F)(F)F)c1	-1.6	-1	-6	-3	-6	-12	0	2	-8	-1.2
COc1cc(/C=N/n2nnnc2N)ccc1OCC(N)=O	2.1	-2	-5	-1	-5	·	·	13	0	0.4
CCOc1cc(N2CCOCC2)c(OCC)cc1NC(=O)COC(=O)C1CCCN1S(=O)(=O)c1ccccc1F (stereo unspecified)	0.2	-2	-1	0	1	-8	-2	6	3	0.5
O=C(CN1C(=O)NC2(CCCC2)C1=O)OCCOc1ccccc1Cl	-0.2	·	-4	2	-3	7	1	-2	-4	-0.5
COCCCN(C(=O)Cn1ncc2c(=O)oc3ccc(C)cc3c21)C(C)c1ccncc1 (stereo unspecified)	-1.3	·	1	-7	-3	·	3	-11	7	-8.4
CCOC(=O)C(C)Sc1nc(C2CC2)cc(C(F)(F)F)c1C#N (stereo unspecified)	0.2	-5	-5	5	2	-11	·	-11	-7	-0.6
Cc1nn(C)cc1C(C)NC(=O)c1cc(COc2cccc3cnccc23)on1 (stereo unspecified)	-2.2	-3	-1	11	-15	-4	-3	1	0	0.8
Cc1ccc(C)c(N2CCN(CCCNC(=O)Cn3cc4c(n3)CCCCC4)CC2)c1	-0.5	7	-1	2	-1	0	-7	1	1	1.7
COc1ccc(C2=C/C(=C\c3ccc(OC(C)=O)cc3)C(=O)O2)cc1	-1.6	-2	1	-10	-8	1	1	5	0	0.2
Cc1cc(Br)ccc1NC(=O)CSCc1c(C)noc1C	-0.3	-2	0	-1	6	·	-1	-1	0	0.9
Cc1cc(C)nc(/N=C(\N)N2CCCCC2)n1	-1.9	-4	-2	-8	2	-2	0	-5	-3	-0.5
COc1cc(OC)cc(N(C(=O)CNC(=O)c2cccs2)C(C(=O)NCC2CCCO2)c2ccc(OC)c(OC)c2)c1 (stereo unspecified)	0.3	-3	3	-2	-7	-15	-2	1	-3	1.1
CCCS(=O)(=O)c1c(S(=O)(=O)CCC)c2ccc(C(N)=O)cn2c1C(=O)c1ccc(OC)cc1	-0.5	-7	0	-1	-22	2	-1	-3	3	-1.3
CCC(CC)NC(=O)c1cccc(NC(=O)C(C)C)c1	-0.7	7	-4	-3	3	0	·	-4	-2	-1.1
Cc1ccccc1S(=O)(=O)Oc1ccccc1C(=O)Oc1ccccc1	0.2	-2	-1	-1	-8	9	·	6	-2	0.8
COC(=O)c1cc(C(=O)Nc2ccc(C)cn2)cc([N+](=O)[O-])c1	-6.6	-3	-1	1	-5	1	-1	11	2	-0.3
CCCCCCn1c(=O)[nH]c2nc3cc(N)c(C)cc3nc2c1=O	-0.1	5	-1	-7	-33	4	·	2	627*	-0.2
Cc1nc2ccccc2c2oc(C(=O)NCC3COc4ccccc4O3)cc12 (stereo unspecified)	-3.6	·	1	-2	-23	·	-6	7	3	0.9
Cc1nc(N(CCO)C2CCCCC2)c2nnn(Cc3ccccc3)c2n1	-0.4	-5	4	-1	-18	-1	0	13	0	-0.3
CON(C)c1nc(NCC(C)C)nc(OCC#N)n1	-1.1	-2	3	-7	-3	·	·	0	4	-2.5
Cn1c(=O)[nH]c(=O)c2c1nc(CN1CCN(c3cccc(Cl)c3)CC1)n2CCCc1ccccc1	-1.5	·	0	-3	-3	22	-5	-3	-2	-0.6
O=C(Nc1ccccc1C(=O)O)c1cccc(C(=O)Nc2ccccc2C(=O)O)c1	2.9	-23	-4	6	-1	·	1	-8	-8	-1.1
COc1cc(F)c(C2=CC(=O)C[C@H](c3ccc(F)cc3)C2)cc1F	0.6	-2	-2	-1	-9	2	-2	-5	1	-0.1
COc1cc(/C=N/NC(=O)CCC(=O)Nc2ccc(F)cc2)ccc1O	-1.0	-3	2	-9	-3	-6	0	2	1	-0.2
O=C(Nc1ccncc1)C1CCC(CNS(=O)(=O)c2cccc3nsnc23)CC1 (stereo unspecified)	-0.3	2	-3	-2	-10	-16	-8	6	-4	1.0
Cc1cccc(OCCNC(=O)c2ccc(Oc3ccc(C(F)(F)F)cc3[N+](=O)[O-])cc2)c1	0.0	-7	-7	0	-8	-8	1	4	-5	1.9
CCOC(=O)c1cccnc1SCC(=O)N(CC)c1cccc(C)c1	0.0	-4	0	-1	-5	0	·	6	-3	0.0
CCOC(=O)c1[nH]c(C)c(CC(C)C)c1C	-2.1	-5	-4	18	-10	18	·	6	-4	1.5
O=C(CCC(=O)N1CCCC1)Nc1nnc(C2CCCCC2)s1	-1.6	-5	5	-3	2	0	·	5	1	-1.3
NS(=O)(=O)c1ccc(-c2ccc(/C=C3\NC(=S)NC3=O)o2)cc1	0.9	9	19	-2	3	-7	2	-1	-5	5.4
Cc1cccc(OCC(=O)Nc2cc(NC(=O)COc3cccc(C)c3C)cc(C(=O)O)c2)c1C	-1.9	-5	5	-3	0	·	0	2	-1	-0.9
Cc1ccc(S(=O)(=O)N2CCN(C(=O)c3ccc(Br)o3)CC2)c(C)c1	-2.2	0	-4	4	-14	-7	0	13	-6	0.1
COc1cc(OC)cc(C(=O)NCC(=O)OCC(=O)c2cc(OC)ccc2OC)c1	-1.9	0	2	-2	-8	0	-5	10	1	-0.1
Cc1ccc2cc(CN(c3ccc(C)c(C)c3)S(C)(=O)=O)c(=O)[nH]c2c1	-0.9	3	3	4	-15	-20	-3	-3	-6	1.1
CSc1nnc(SCC(=O)N(C)c2c(N)n(Cc3ccccc3)c(=O)[nH]c2=O)s1	0.9	-5	1	-4	-1	-4	4	1	-5	-0.9
Cc1c(C)c2c(c(C)c1O)CC[C@@](C)(CCC[C@H](C)CCC[C@H](C)CCCC(C)C)O2	-0.7	9	0	-6	5	5	-7	-14	-2	-0.2
Nc1nc(COC(=O)C2CC(=O)N(Cc3ccccc3)C2)nc(Nc2ccccc2)n1 (stereo unspecified)	-0.2	-2	-1	10	-7	11	-2	-5	-2	1.0
CCCCCCn1c(CN2CCN(C(=O)OCC)CC2)nc2c1c(=O)n(C)c(=O)n2C	-2.8	-2	0	-14	-6	-8	·	0	3	1.2
COc1ccc(S(=O)(=O)NC2CCCCC2)c(C)c1C	0.2	1	2	-3	-2	0	-1	8	-8	0.5
CC1CCC(C(=O)NC(C(=O)Nc2ccccn2)C(C)C)CC1 (stereo unspecified)	-1.8	-2	-2	-2	-9	-1	0	-1	-1	-0.2

Among those listed so far, nine contain an aryl methoxy group.
SMILES	CAL PDZ FP-1	CAL PDZ FP-2	V-ATPase pHluor	Rtt109 Vps75	dFosB act	MITF TRPM1 HTS	Wnt bcat act	Tat export inh	cardiac RTF act	CDK5 p35 inh
COc1ccccc1NC(=O)CSCc1nc2ccccc2[nH]1	-0.1	1	2	0	-12	-8	·	2	-5	0.5
COc1cc(/C=N/n2nnnc2N)ccc1OCC(N)=O	2.1	-2	-5	-1	-5	·	·	13	0	0.4
COc1ccc(C2=C/C(=C\c3ccc(OC(C)=O)cc3)C(=O)O2)cc1	-1.6	-2	1	-10	-8	1	1	5	0	0.2
COc1cc(OC)cc(N(C(=O)CNC(=O)c2cccs2)C(C(=O)NCC2CCCO2)c2ccc(OC)c(OC)c2)c1 (stereo unspecified)	0.3	-3	3	-2	-7	-15	-2	1	-3	1.1
CCCS(=O)(=O)c1c(S(=O)(=O)CCC)c2ccc(C(N)=O)cn2c1C(=O)c1ccc(OC)cc1	-0.5	-7	0	-1	-22	2	-1	-3	3	-1.3
COc1cc(F)c(C2=CC(=O)C[C@H](c3ccc(F)cc3)C2)cc1F	0.6	-2	-2	-1	-9	2	-2	-5	1	-0.1
COc1cc(/C=N/NC(=O)CCC(=O)Nc2ccc(F)cc2)ccc1O	-1.0	-3	2	-9	-3	-6	0	2	1	-0.2
COc1cc(OC)cc(C(=O)NCC(=O)OCC(=O)c2cc(OC)ccc2OC)c1	-1.9	0	2	-2	-8	0	-5	10	1	-0.1
COc1ccc(S(=O)(=O)NC2CCCCC2)c(C)c1C	0.2	1	2	-3	-2	0	-1	8	-8	0.5

Compounds were not picked by outcome, and some 4.1% of all compounds hit somewhere here.
